# Assay outcomes (PubChem)
# Coupling enz: inhibits coupling enzyme system, counter-screen for aldolase hits. coupling enzyme system counterscreen, AmpLite Red fluorescence. activity change, negative = inhibition, % at 58.2 µM, hits read low. hit rate 0.67% among 290,000. AID 2472; in the data active means activity change below about -30%; further: on the % scale 0 is the no-effect control and ±100 the full control effect
#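 Compounds tested against the coupling enzymes alone at 57.5 uM final; readout was AmpLite Red fluorescence (525/598 nm) after 20 min at RT.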
# S-ASM inh: blocks human secretory acid sphingomyelinase. placental ASM, HMU-PC fluorogenic substrate, 60 min. Potency, µM (doses to about 57.5 µM), without a hit: at the top dose activity change, negative = inhibition, most hits filed as inhibitors. hit rate 0.006% among 340,000. AID 504937; further: potency means the concentration at half of the fitted maximal effect
# Target sequence (P17405 47-631 limits assumed): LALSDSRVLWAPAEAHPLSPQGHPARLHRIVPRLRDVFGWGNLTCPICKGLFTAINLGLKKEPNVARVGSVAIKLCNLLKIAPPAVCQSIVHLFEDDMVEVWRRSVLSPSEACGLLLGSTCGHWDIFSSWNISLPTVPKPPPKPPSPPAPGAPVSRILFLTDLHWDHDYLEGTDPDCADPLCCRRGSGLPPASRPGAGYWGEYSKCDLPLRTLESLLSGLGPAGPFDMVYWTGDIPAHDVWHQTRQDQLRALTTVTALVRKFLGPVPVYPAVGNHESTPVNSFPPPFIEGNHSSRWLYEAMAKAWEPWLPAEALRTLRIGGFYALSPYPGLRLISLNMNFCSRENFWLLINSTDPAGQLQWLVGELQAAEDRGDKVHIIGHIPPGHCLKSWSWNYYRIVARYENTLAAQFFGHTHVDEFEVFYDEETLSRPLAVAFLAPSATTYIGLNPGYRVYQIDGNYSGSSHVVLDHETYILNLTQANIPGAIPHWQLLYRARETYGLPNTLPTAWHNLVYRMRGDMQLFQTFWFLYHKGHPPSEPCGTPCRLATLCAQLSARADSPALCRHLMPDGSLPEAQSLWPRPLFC
#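 HMU-PC0 cleavage (9 uM final) by human placental ASM, 60 min at 37 °C following 10 min compound exposure at RT; stopped at pH 10, fluorescence Ex 386/Em 447 nm.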
# AT treatment: potential ataxia-telangiectasia treatments restoring KAP-1 phosphorylation; […] A-T fibroblasts, KAP-1 phosphorylation AlphaLISA; neocarzinostatin DNA damage 30 min before lysis; Potency, µM (titrated, usually from 57.5 µM), for the others: at the highest dose activation, usual class: activators; hit rate 0.19% among 320,000; AID 485349; further: potency means the concentration at half of the fitted maximal effect; % of control where 0% means no effect; nearly all actives have a fitted effect of over 45% in size
#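 hTERT-immortalized A-T patient fibroblasts ([…]), 500 cells/well in OPTI-MEM, 1% FBS, got compounds for 60 min, then NCS for 30 min at 37C. Lysates were then assayed for phospho-KAP-1 by AlphaLISA (anti-pKAP1 donor, anti-KAP1 acceptor beads), 6 hr at 25C.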
# KCNH2 WT inh: inhibitors of human wildtype KCNH2 potassium channel. hit rate 0.37% among 340,000. activity change, % at 1.84 µM. AID 720551. Q12809. U2OS, BacMam KCNH2, thallium flux FluxOr; active compounds read low;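 active means maximum activity change below -70%; inconclusive means maximum activity change between -70% and -50%; inactive means maximum activity change above -50%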; further: on the % scale 0 is the no-effect control and ±100 the full control effect
#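 U2OS cells transduced with wild-type KCNH2 virus are loaded with FluxOr dye for 45 min, and thallium flux is measured in kinetic reads before and after stimulation buffer. Rate constants are normalized to DMSO controls.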
# TRPV1 ag: activates the human vanilloid receptor TRPV1 | Q8NER1 | TRPV1-expressing cells, Fluo-8 calcium influx, agonist mode | activation, % at 8.33 µM | hit rate 0.19% among 320,000 | AID 540275; in the data active means activation above about 80%; inconclusive means between about 30% and that limit; further: 0% is about no effect
#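 TRPV1-expressing cells were cultured overnight at 35.5C and loaded with Fluo-8 calcium dye for 40 to 90 min at room temperature. After a 10 s baseline, compound was added and calcium influx was read kinetically for 3 min (ex 480/em 520 nm).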
# GALK inh: inhibitors of human galactokinase; Potency, µM (top dose mostly 57.5 µM), without a hit: at the top dose activity change, negative = inhibition, usual class: inhibitors; hit rate 0.007% among 270,000; Purified GALK, Kinase-Glo residual ATP luminescence; AID 1868; further: potency means the concentration at half of the fitted maximal effect; on the % scale 0 is the no-effect control and ±100 the full control effect
# Target sequence (P51570 whole entry, looked up): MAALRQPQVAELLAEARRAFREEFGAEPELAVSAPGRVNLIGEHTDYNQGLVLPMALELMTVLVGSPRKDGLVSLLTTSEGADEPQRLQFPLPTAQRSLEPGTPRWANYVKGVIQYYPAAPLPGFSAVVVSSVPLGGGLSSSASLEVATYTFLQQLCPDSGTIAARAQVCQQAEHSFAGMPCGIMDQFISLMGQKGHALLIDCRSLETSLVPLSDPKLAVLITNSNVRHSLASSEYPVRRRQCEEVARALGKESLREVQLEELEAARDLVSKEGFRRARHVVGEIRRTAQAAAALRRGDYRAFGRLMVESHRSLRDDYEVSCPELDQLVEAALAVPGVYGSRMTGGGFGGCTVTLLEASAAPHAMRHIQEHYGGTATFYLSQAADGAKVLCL
#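 The enzyme phosphorylates galactose (100 uM) using ATP (35 uM); inhibition is detected as higher residual ATP, quantified by bioluminescence after 1 h reaction at room temperature, pH 8.0.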
# KCNH2 3.1 inh: inhibitors of human KCNH2 3.1 potassium channel isoform; U2OS KCNH2 3.1, thallium flux FluxOr; active compounds read low; AID 720553; activity change, % (tested at about 1.8 µM); hit rate 0.95% among 340,000;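 active means maximum activity change below -70%; inconclusive means maximum activity change from -70% to -50%; inactive means maximum activity change above -50%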;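 further: thallium influx rate constant from kinetic fluorescence after stimulation buffer; on the % scale 0 is the no-effect control and ±100 the full control effect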
#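 FluxOr-based Tl+ influx in U2OS cells transduced with KCNH2 3.1 virus; rate constants normalized to DMSO controls.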
# Integrin act MD: integrin-mediated muscular dystrophy alleviation activation. Potency, µM (titrated, usually from 38.3 µM), inactives show top-dose activation, usual class: activators. AID 624291. alpha7betagal myoblasts, beta-gal FDG fluorescence, 48 h. hit rate 0.064% among 350,000;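 further: potency means the concentration at half of the fitted maximal effect; 100% = response of the positive control SU9516; nearly all actives have a fitted effect of over 60% in size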
#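 alpha7betagal+/- myoblasts (passage 13, 250/well) treated 48 h at 37C with compounds at 1:260 dilution of DMSO stock. Lysed, then beta-galactosidase activity read as FDG fluorescence (ex 480/em 540) after 30 min, with pre-read for autofluorescence.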
# CXXC DNA block: MLL CXXC-DNA interaction inhibition | hit rate 0.037% among 290,000 | Potency, µM (highest dose often 115 µM), for the others: at the highest dose activity change, negative = inhibition, most hits filed as inhibitors | AID 2662 | Q03164 | MLL-CXXC / FITC-HOXA9 DNA fluorescence polarization; active means well fitted inhibition curve with a large enough effect in the polarisation, with a control signal flat, not every such curve was filed as active; inconclusive means small, poorly fitted or top-dose-only effect, or effect the other way, or a change in a side signal; inactive means no such curve, though single readings can be large or run the other way; the % refers to the polarisation; further: potency means the concentration at half of the fitted maximal effect
#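 Fluorescence polarization: 7 uM MLL-CXXC (stock) preincubated 5 min with compounds, then 50 nM fluorescein-HOX-A9 DNA (stock) added; 30 min ambient. Buffer 50 mM Tris-HCl pH 7.5, 50 mM NaCl, 1 mM DTT, 0.05% BSA.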
# MBNL1-CUG inh: blocks human MBNL1 binding to CUG repeat RNA | Q9NR56 | AID 2675 | TR-FRET MBNL1-His/biotin-(CUG)12 binding, 665/545 ratio | hit rate 0.036% among 280,000 | Potency, µM (series often up to 57.5 µM), for inactives: top-dose activity change, negative = inhibition, actives largely listed as inhibitors; active means well fitted inhibition curve with a large enough effect in the signal ratio, with a control signal flat, not every such curve was filed as active; inconclusive means small, poorly fitted or top-dose-only effect, or effect the other way, or a change in a side signal; inactive means no such curve, though single readings can be large or run the other way; the % refers to the signal ratio; further: potency means the concentration at half of the fitted maximal effect; on the % scale 0 is the no-effect control and ±100 the full control effect
#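 Compounds (final 92 nM to 58 uM) are added to His-tagged MBNL1 and biotin-(CUG)12, then terbium anti-His antibody and streptavidin-XL665 (5 nM final). After 60 min at room temperature, the 665/545 nm ratio is read.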
# * = called active by the depositor; ? = inconclusive; nt = no result given; [ ] = another dose, or the depositor's remark. Unless noted, the call rests on the fitted dose curve; in most records, active means well fitted curve in the direction sought with a large enough effect; inconclusive means small, poorly fitted or top-dose-only effect, or another doubt; inactive means no such curve, though single readings can be large; an effect the other way counts as inactive or inconclusive.
SMILES,Coupling enz,S-ASM inh,AT treatment,KCNH2 WT inh,TRPV1 ag,GALK inh,KCNH2 3.1 inh,Integrin act MD,CXXC DNA block,MBNL1-CUG inh
Cc1ccc(S(=O)(=O)C2CS(=O)(=O)CC2O)cc1 (stereo not given),1,1%,9%,4,0,-1%,2,-5%,-21%,-8%
CCN1C(=O)/C(=C2\Sc3ccccc3N2CC)OC1=S,4,36%,5%,-3,3,0%,-3,12%,10%,-4%
Cc1ccc(NC(=O)COC(=O)c2c(C)nn(-c3ccccc3)c2C)cc1,nt,-2%,0%,-10,16,nt,10,-9%,nt,nt
O=C(/C=N/O)Nc1ccc2sc3ccccc3c2c1,-20,-14%,9%,-4,?,nt,5,3%,1%,?
c1ccc(-c2nn3c(C4CCCCC4)nnc3s2)cc1,6,2%,8%,-5,nt,2%,-4,-12%,-4%,8%
CN(CCOc1ccccc1)C(=O)c1cc(-c2ccco2)nc2ccccc12,nt,130%[activator],-1%,0,2,nt,-3,11%,nt,nt
O=C(Nc1ccccc1F)NC1CCN(Cc2nnnn2Cc2ccc(F)cc2)CC1,-3,-1%,3%,13,-4,-1%,-20,-3%,1%,-14%
O=C(CC1C[C@H](C(=O)N2CCCCC2)[C@@]2(CCc3ccccc3)c3[nH]c4ccccc4c3CCN2C1=O)NCCCn1ccnc1 (stereo not given in full),nt,8%,10%,-1,nt,nt,nt,-2%,nt,nt
COc1ccc(NCC(O)Cn2cnc3c2c(=O)n(C)c(=O)n3C)cc1 (stereo not given),1,1%,2%,47,-7,1%,9,16%,4%,nt
O=S(=O)(c1cccs1)N1CCN(c2ccccc2F)CC1,5,1%,6%,0,0,0%,1,?,5%,-1%
COCc1cc(CNC(=O)C2CCC(=O)N(Cc3cccc(OC)c3)C2)[nH]n1 (stereo not given),10,-3%,-20%,1,-7,3%,-12,-11%,0%,-6%
OC1(c2ccc(F)cc2)CCN(Cc2ccccc2)C1 (stereo not given),0,3%,-2%,15,10,3%,2,14%,-5%,-14%
S=C(Nc1ccc(Cl)c(Cl)c1)N1CCCC1,3,5%,-7%,-2,?,1%,9,?,9%,2%
Cc1ccc(C2(C)NC(=O)N(CC(=O)NNC(=O)c3ccccc3)C2=O)cc1 (stereo not given),nt,-1%,4%,-2,-2,nt,-2,25%,nt,nt
Cc1ccc2nc(-c3ccc(NC(=O)C(C)Sc4nncs4)cc3)sc2c1 (stereo not given),nt,63%[activator],nt,-10,nt,nt,2,-50%[inhibitor],nt,nt
O=[N+]([O-])c1ccc2nc(CN3CCCCC3)[nH]c2c1,1,-1%,1%,3,-1,0%,23,10%,-9%,nt
CCCn1c(SCC(=O)NC2CCCC(C)C2C)n[nH]c1=O (stereo not given),2,-1%,nt,3,1,2%,0,5%,-9%,-2%
O=C1CC2(CCN(C(=O)c3cccc(F)c3)CC2)Oc2ccccc21,nt,-3%,-4%,10,?,nt,22,14%,nt,nt
Cc1ccc(CC(CC(=O)O)C(=O)NC2CCCCC2)cc1 (stereo not given),4,-2%,8%,-2,0,5%,-7,12%,6%,8%
COc1cc(OC)c2c(-c3cccc(-c4ccc(F)c(Cl)c4)c3)cc(=O)oc2c1,nt,-11%,-18%,-10,nt,nt,-10,-14%,nt,nt
Cc1ccc(S(=O)(=O)N(CCCN(C)C)Cc2ccc3c(c2)OCO3)cc1,-1,4%,1%,14,2,3%,-2,-41%,?,-12%
CCCn1c(C)cc(C(=O)COC(=O)c2nccnc2N)c1C,0,56%[activator],-1%,-1,8,5%,3,?,9%,?
CCOCCn1c(CN2CCN(C)CC2)nc2c1c(=O)n(C)c(=O)n2C,2,3%,-11%,7,-3,-1%,-3,0%,7%,-3%
CCn1c(SCC(=O)C(C)(C)C)nnc1-c1cccnc1,6,6%,-4%,-9,0,-4%,2,0%,1%,7%
CCOC(=O)c1nc(C)n(-c2cc(Cl)cc(Cl)c2)n1,0,5%,-8%,-5,-1,0%,2,21%,13%,5%

# Carrying on:
SMILES,Coupling enz,S-ASM inh,AT treatment,KCNH2 WT inh,TRPV1 ag,GALK inh,KCNH2 3.1 inh,Integrin act MD,CXXC DNA block,MBNL1-CUG inh
Cc1cc2c(c(=O)o1)C(C1C=CCCC1)C(C#N)=C(N)O2 (stereo not given),-21,-3%,2%,2,3,0%,-1,-10%,-7%,-4%
O=C(CCCN1C(=O)/C(=C/c2ccccc2Cl)SC1=S)NNC(=O)c1ccccc1,-1,-3%,-1%,7,0,0%,-7,-45%[inhibitor],-4%,37%[activator]
COc1ccc(C(=O)O)cc1S(=O)(=O)NCCN(C)C,1,-2%,2%,-10,-3,nt,-5,6%,11%,-9%
O=C(CCNC(=O)c1ccc(Cl)cc1)Nc1ccncc1,nt,-1%,5%,2,1,nt,2,10%,nt,nt
CC(C)C(=O)NC(Nc1cccc2cccnc12)C(Cl)(Cl)Cl (stereo not given),-15,-15%,-4%,-1,19,-1%,-12,-24%,-1%,0%
O=C(NC1CCCC1)C(c1cccs1)N(C(=O)c1ccno1)c1ccccc1 (stereo not given),0,-1%,4%,-19,1,3%,-34,30%,1%,4%
COc1ccc(N2CCN(C(=O)c3ccc(C)c(NC(=O)C4=C(C)OCCS4)c3)CC2)cc1,nt,-1%,-7%,-10,1,5%,2,-9%,6%,-6%
COc1ccccc1CNC(=O)COc1ccc(S(=O)(=O)N2CCOCC2)cc1,nt,0%,-6%,0,7,nt,9,-1%,nt,nt
O=C(c1cccs1)N(Cc1ccco1)C1CCS(=O)(=O)C1 (stereo not given),0,-1%,2%,0,0,2%,3,-15%,-14%,2%
C=C(C)C(=O)Nc1cccc(C2=NOC3(C2)C[C@@H](C(N)=O)N(C(=O)/C=C/C=C/C)C3)c1 (stereo not given in full),4,-1%,-10%,-3,-5,1%,-11,0%,-3%,-25%
Cc1ccc2nc(N(CCCN(C)C)C(=O)c3ccc(S(=O)(=O)N(C)C)cc3)sc2c1,5,-1%,7%,-3,-1,0%,-1,4%,-3%,-14%
COc1ccc(CCNc2nc(-c3ccncc3)cs2)cc1OC,-19,-1%,-3%,10,27,-2%,-2,0%,-7%,16%
COc1ccc(C(=O)NCc2c(C)nn(Cc3ccccc3)c2C)cc1S(=O)(=O)N1CCOCC1,nt,-5%,7%,7,3,nt,13,1%,nt,nt
COCCCNC(=O)CC1C[C@H](C(=O)N(C(C)C)C(C)C)[C@@]2(C)c3[nH]c4ccccc4c3CCN2C1=O (stereo not given in full),nt,1%,4%,18,nt,nt,0,0%,nt,nt
CC(C)N1CCC(NC(=O)Nc2ccccc2)CC1,2,3%,1%,-10,3,-1%,10,18%,16%,-4%
Cc1nc(-c2ccccc2)[nH]c(=O)c1Oc1ccc(Cl)cc1Cl,2,0%,-4%,-15,?,5%,29,34%,-3%,nt
O=C(/C=C/c1ccc(Cl)cc1Cl)c1ccc[nH]1,0,-3%,-1%,-14,1,7%,-8,-18%,26%,9%
O=C(COC(=O)c1c(Cl)cccc1Cl)NC1CCCCC1,2,-1%,1%,1,21,0%,4,-15%,-3%,7%
c1ccc2c(c1)ncn2CCCCOc1ccc2c(c1)CCC2,-15,-6%,-1%,-12,6,0%,-8,-56%[inhibitor],-7%,-7%
O=C(Nc1ccc(S(=O)(=O)NCc2ccco2)cc1)c1ccc(F)cc1,-4,-1%,-3%,2,2,15%,6,-27%,6%,8%
COc1ccc(S(=O)(=O)N2CCC(c3nc4ccccc4[nH]3)CC2)cc1,0,0%,-3%,3,1,8%,-3,11%,3%,2%
O=C(c1ccccc1F)N1CCN(Cc2ccc3c(c2)OCO3)CC1,-2,-2%,7%,0,7,-3%,1,23%,-3%,2%
CCOC(=O)C1=C(CC)OC(N)=C(C#N)C1c1ccc(OC)c(C)c1OC (stereo not given),3,-3%,0%,-4,?,nt,7,-3%,2%,10%
N#C/C(=C\c1cccs1)C(=O)N1CCOCC1,1,-1%,-2%,6,5,-4%,10,17%,8%,13%
O=C1CC(c2cccs2)c2ccc3ccccc3c2N1 (stereo not given),1,-5%,2%,3,11,4%,-19,-16%,1%,5%
COc1ccc([N+](=O)[O-])cc1CSc1nnc(NC(C)=O)s1,2,3%,-2%,8,-1,1%,-5,6%,-6%,-11%
CCCN(C(=O)CSc1nc(C2CC2)n(-c2ccccc2)n1)C1CCS(=O)(=O)C1 (stereo not given),nt,-3%,3%,2,0,nt,14,-16%,nt,nt
O=C(CCNC(=O)c1ccc(Br)cc1)NNC(=O)C1COc2ccccc2O1 (stereo not given),nt,-2%,3%,-9,5,nt,7,2%,nt,nt
O=C(Nc1ccccc1)C(=O)c1c[nH]c2ccccc12,1,-6%,27%,2,3,-4%,12,14%,2%,4%
